# 15-hLO-2 inh: inhibitors of human 15-lipoxygenase 2 (ALOX15B). AID 881. O15296. 0.56% of 110,000 active. purified 15hLO-2, xylenol orange hydroperoxide absorbance. Potency, µM (doses to about 57.1 µM), for the others: at the highest dose activity change, negative = inhibition, hits mostly inhibitors; further: potency means the concentration at half of the fitted maximal effect; nearly all actives have a fitted effect of over 60% in size; many of its hits are not listed in these tables
#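 Read-out: hydroperoxide product oxidises ferrous iron, measured as xylenol orange complex via the 573-to-405 nm absorbance ratio after 30 min. Reaction: 50 nM enzyme, 15 min compound preincubation, 45 uM arachidonic acid, 90 min RT, Hepes pH 7.5 with Triton X-100.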
# 12-hLO inh: 12-hLO (ALOX12) enzyme inhibition; Potency, µM (titrated, usually from 57.1 µM), without a hit: top-dose activity change, negative = inhibition, usual class: inhibitors; purified 12-hLO, xylenol orange hydroperoxide absorbance; P18054; AID 1452; 0.12% of 150,000 active; further: potency means the concentration at half of the fitted maximal effect; nearly all actives have a fitted effect of over 55% in size; many of its hits are not listed in these tables
# Target sequence (P18054 whole entry, looked up): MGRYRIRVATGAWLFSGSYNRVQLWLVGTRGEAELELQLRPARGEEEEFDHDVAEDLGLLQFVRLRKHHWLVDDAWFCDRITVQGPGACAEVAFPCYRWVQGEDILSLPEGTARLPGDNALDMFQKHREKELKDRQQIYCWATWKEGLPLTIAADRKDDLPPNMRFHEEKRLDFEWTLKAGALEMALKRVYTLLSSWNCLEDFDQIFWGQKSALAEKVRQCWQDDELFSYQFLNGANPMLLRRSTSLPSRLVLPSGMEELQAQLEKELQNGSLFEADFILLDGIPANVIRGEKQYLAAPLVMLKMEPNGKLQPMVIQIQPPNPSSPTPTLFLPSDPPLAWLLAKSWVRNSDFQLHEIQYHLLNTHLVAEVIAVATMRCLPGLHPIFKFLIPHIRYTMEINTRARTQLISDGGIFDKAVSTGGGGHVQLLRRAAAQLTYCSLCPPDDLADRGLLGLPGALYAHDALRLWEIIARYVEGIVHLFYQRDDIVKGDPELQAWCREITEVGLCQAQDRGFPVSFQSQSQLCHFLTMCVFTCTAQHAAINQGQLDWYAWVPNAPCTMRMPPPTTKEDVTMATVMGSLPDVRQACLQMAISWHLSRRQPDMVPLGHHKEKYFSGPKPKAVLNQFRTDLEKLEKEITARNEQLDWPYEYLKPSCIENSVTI
#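 Xylenol orange chromogenic assay: hydroperoxide from 12hLO oxidises Fe(II), giving red-shifted Fe(III)-XO absorbance. Conditions: 150 nM enzyme, 40 uM arachidonic acid, 25 mM Hepes pH 7.0, 0.01% Triton X-100, 30 min, room temperature.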
# IMPase inh: IMPase inhibition in cells. P97697. CHO-M1 cells, IP1 accumulation, HTRF TR-FRET ratio. inhibition (IP1 accumulation), % at 46.1 µM. 120,000 tested, under 10 active; active means well fitted curve in the direction sought with a large enough effect in the signal ratio, not every such curve was filed as active; inconclusive means small, poorly fitted or top-dose-only effect, or a change in a side signal; inactive means no such curve, though single readings can be large or run the other way; the % refers to the signal ratio;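 further: cells stimulated with carbachol in lithium chloride buffer; plate controls were DMSO basal wells for no effect and reference inhibitor wells for full effect; higher means more IMPase inhibition seen as more IP1 and lower FRET ratio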
# Target sequence (P97697 whole entry, looked up): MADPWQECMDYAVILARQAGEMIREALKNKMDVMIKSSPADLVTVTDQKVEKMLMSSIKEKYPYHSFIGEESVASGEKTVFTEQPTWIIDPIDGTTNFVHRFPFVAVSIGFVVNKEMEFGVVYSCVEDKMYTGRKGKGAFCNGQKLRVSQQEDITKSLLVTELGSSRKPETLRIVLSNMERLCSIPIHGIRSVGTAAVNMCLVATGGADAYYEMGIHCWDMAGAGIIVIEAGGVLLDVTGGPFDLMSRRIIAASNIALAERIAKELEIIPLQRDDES
#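 Measured: the HTRF emission ratio (665/620 nm) plus the 620 nm donor channel, each fitted to the Hill equation to give AC50. Cells were CHO-M1 given compounds up to 46 uM and a 30 min carbachol stimulation at 37C.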
# PNC inhibitor: blocks assembly of the perinucleolar compartment; PC3M PTB-GFP, PNC prevalence imaging, 16 h; active compounds read low; activity change (PNC), negative = inhibition, % at 10 µM; 3.1% of 140,000 active; AID 2417;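 active means readout at or below -70, meaning at least 70% loss of cells showing the perinucleolar compartment, a nuclear body marking cancer cells; inconclusive means readout between -30 and a set limit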;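 further: plate controls were DMSO wells for no effect and camptothecin positive control wells for full effect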
#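 PC3M cells stably expressing PTB-GFP, 750–1000 cells/well, treated 16 h at 37 °C with compound (23 nl of library stock), in duplicate. After paraformaldehyde fixation and Hoechst stain, imaged at 20x; PNC prevalence scored by image analysis.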
# Numbers without * were called inactive; ? = inconclusive; . = no result given; [ ] = another dose, or the depositor's remark. Unless noted, the call rests on the fitted dose curve; in most records, active means well fitted curve in the direction sought with a large enough effect; inconclusive means small, poorly fitted or top-dose-only effect, or another doubt; inactive means no such curve, though single readings can be large; an effect the other way counts as inactive or inconclusive. Unless noted, on the % scale 0 is the no-effect control and ±100 the full control effect.
SMILES,15-hLO-2 inh,12-hLO inh,IMPase inh,PNC inhibitor
CCn1cc(C(=O)NCc2cccnc2)c(=O)c2cc(F)c(N3CCN(C(=O)c4ccco4)CC3)cc21,1%,10%,7,?
O=C(CN(Cc1ccccc1)S(=O)(=O)c1ccccc1)N1CCOCC1,18%,1%,1,-101*
CS(=O)(=O)N(CC(=O)NCc1ccco1)c1cc(C(F)(F)F)ccc1Cl,-1%,1%,-4,-18
COC(=O)c1sccc1NC(=O)CCC1CCCC1,-1%,-9%,0,-1
Cc1cc(N2C(=O)C3CC=CCC3C2=O)cc(C)c1Br (stereo not given),.,-8%,7,-6
Cc1ccc(C2(c3ccc(C)cc3)NC(=O)N(Cc3c(C)noc3C)C2=O)cc1,-11%,-19%,-18,2
O=C(CCN1C(=O)c2ccccc2C1=O)C1=NN[C@@H]2C(=O)N(c3ccc(F)cc3)C(=O)[C@H]12,.,0%,.,-19
NC(=O)Cn1cc(C(=O)c2cccs2)c2ccccc21,-1%,-1%,2,8
O=c1nc2ccccc2c2n1CC(CN1CCN(c3ccc(F)cc3)CC1)N2 (stereo not given),10%[11.4 µM],1%,-16[1.84 µM],2
CCCCCCCCCc1nc2sc3c(c2c(=O)n1NC(=O)c1ccc([N+](=O)[O-])cc1)CC(C)(C)OC3,.,-3%,.,?
COc1ccc(-c2n[nH]c(C)c2-c2ccc(Cl)cc2)c(O)c1,-1%,?,3,40
C=C(C)C1CC=C(C)/C(=N/NC(=O)COc2ccccc2Cl)C1 (stereo not given),.,-3%,.,?
CC(C)COc1nc2ccccc2c(=O)n1OCC(=O)O,0%,-8%,-2,?
O=C(COC(=O)c1cccc(C(F)(F)F)c1)NCc1ccc(Cl)cc1,.,-2%,.,-11
CCOC(=O)/C=C1\CC(=O)Nc2cc(C)c(C)cc2N1,-5%,-2%,-3,-10
c1cc(-c2ccncc2)ccn1,.,2%,.,31
CCOC(=O)c1c(C)[nH]c(C)c1C(=O)COC(=O)/C=C/c1ccc(Cl)cc1,.,-4%,5,7
Cc1ccc(-c2cc3nc(-c4ccccc4)cc(N4CCOCC4)n3n2)cc1,.,4%,-9,341
C=CCNc1ncnc2ccccc12,0%,-2%,5,-2
COC(=O)Cn1cc(C(=O)C2CC2)c2ccccc21,3%,-9%,2,-23

# The closing 2 compounds of the part above come first, to join the parts.
SMILES,15-hLO-2 inh,12-hLO inh,IMPase inh,PNC inhibitor
C=CCNc1ncnc2ccccc12,0%,-2%,5,-2
COC(=O)Cn1cc(C(=O)C2CC2)c2ccccc21,3%,-9%,2,-23
CCC(=O)OC1CC(C)N(C(=O)c2ccccc2)c2ccc(C)cc21 (stereo not given),-5%,-4%,1,-27
CCOCCCNC(=O)C(Cc1ccccc1)NC(=O)c1ccco1 (stereo not given),-5%,3%,3,34
CCOc1ccc(NC(=O)C2CCC(CNc3c(N4CCOCC4)c(=O)c3=O)CC2)cc1 (stereo not given),0%,5%,-6,-3
COc1ccc(N2CCN(C(=O)c3ccc(N4C(=O)NC5CC4(C)Oc4ccccc45)cc3)CC2)cc1 (stereo not given),-11%,-8%,-3,?
CC1=C(C(=O)N2CCCCC2)C(c2cccs2)NC(=O)N1 (stereo not given),4%,-11%,-2,20
COc1ccccc1NC(=O)Cn1cnc2c(oc3ccccc32)c1=O,-1%,4%,0,0
Cc1ccc2c(c1)nnn2C1CCN(CC(=O)c2ccc(Cl)cc2)CC1,10%,-20%,?,24
c1ccc(Oc2nc(Oc3ccccc3)nc(N3CCOCC3)n2)cc1,-6%,-2%,9,-5
COc1ccc2[nH]c(C)c(CCN(Cc3cccs3)C(=S)Nc3ccc(F)cc3)c2c1,-16%,-27%,6,-27
O=C(Nc1nccs1)C1CCCN1S(=O)(=O)c1cccc2cccnc12 (stereo not given),-5%,-2%,6,12
Cc1ccc(NC(=O)CSCC(=O)NC2CCCCC2)cc1,.,-2%,.,14
O=C(O)Cn1cnc2ccccc2c1=O,3%,0%,2,9
CCn1nc(C)c(NC(=O)/C=C/c2ccc(OC)c(COc3ccc(Cl)cc3Br)c2)c1C,.,0%,7,17
CN1CCN(C(=O)c2nc3ccc(Cl)cc3[nH]2)CC1,1%,-3%,.,.
Cc1cccc(N2C(N)=NC(N)=NC23CCCCC3)c1,9%,1%,9,?
CCCCC(CCC(=O)Nc1ccc(C(=O)OC)cc1)C(=O)O (stereo not given),.,1%,1,7
O=C(O)c1ccc(N2C(=O)C3ON(c4ccccc4)C(c4ccccc4F)C3C2=O)cc1 (stereo not given),12%,4%,12,-25
S=c1[nH]nc(C2CCCCC2)n1/N=C/c1cccs1,?,-7%,3,55
O=C(Cn1nnc(-c2ccncc2)n1)NCCc1ccccc1,9%,6%,-1,3
C=CCNC(=O)c1onc(CSc2ccccc2C)c1C(=O)O,-2%,4%,-5,70
CCCCNC(=S)NNC(=O)c1nn(C)c(C)c1Cl,.,1%,7,?
Cc1nn(Cc2ccc(C(=O)N3c4ccc(F)cc4CCC3C)o2)c(C)c1Br (stereo not given),4%,-2%,12,14
O=C1N=c2ccccc2=C1c1c(O)n(-c2cccc(F)c2)[nH]c1=O,.,1%,.,41
CN1CCN(c2ncc3nc(-c4cc(F)cc(F)c4)c(=O)n(-c4ccccc4)c3n2)CC1,3%,-17%,.,.
Cc1c(Cl)cccc1NC(=O)CSCC(N)=O,1%,2%,4,?
COc1cc2c(cc1NC(=O)CSc1nnc(Cc3cccs3)n1Cc1ccco1)oc1ccccc12,-7%,-8%,11,21
CC(=O)N1CCN(C(=O)CCc2nc3sc4c(c3c(=O)[nH]2)CCCC4)CC1,-3%,-5%,0,-4
CC(=O)c1cccc(NC(=O)c2cc(Cl)sc2Cl)c1,.,-1%,-12,45
O=C1N(CC(=O)N2CCc3ccccc32)CCN1Cc1ccc(Cl)cc1,-9%,-18%,-3,-4
Cn1c(=O)c2c(nc(SCCNS(=O)(=O)c3ccccc3)n2C)n(C)c1=O,-3%,-1%,-1,?
CCCCN(CCCC)S(=O)(=O)c1ccc(NC(=O)CN2CCOCC2)cc1,23%,1%,-7,-8
O=C(NC1CCCCCCC1)c1ccc2c(c1)OCO2,-3%,-3%,10,-7
N#CCCn1c(SCC(=O)Nc2ccc(N3CCOCC3)cc2)nc2ccccc21,.,-2%,.,1
COc1ccc(/C=N/NC(=O)CNC(=O)c2cccs2)cc1,.,-3%,-3,?
COc1ccc(N(C)C(=O)c2ccc3snnc3c2)cc1,.,6%,2,-16
CN(c1ccccc1)S(=O)(=O)c1cccc(C(=O)Nc2ccc3c(c2)CCC3)c1,.,-2%,.,?
CCOC(=O)C1=C(C)NC2=C(C(=O)CC(C)(C)C2)C1c1ccc(N(C)C)cc1 (stereo not given),-6%,-2%,-7,-13
NS(=O)(=O)c1ccc(CCNC(=S)Nc2ccccc2)cc1,.,1%,-6,-28
Cc1ccc(S(=O)(=O)NC2OC(=O)C(Cl)=C2Cl)cc1 (stereo not given),-3%,1%,2,?
Cc1cc(NC(=O)CSc2ncn(-c3ccccc3)n2)no1,6%,-6%,-12,18
CSc1nc2n(n1)C(c1ccccn1)C1=C(CC(C)(C)CC1=O)N2 (stereo not given),-29%,2%,-9,-17
Cc1ccc(CN2CC34C=CC(O3)C(C(=O)NCc3ccc5c(c3)OCO5)C4C2=O)cc1 (stereo not given),?,-1%,5,-11
Cc1nn(CCC#N)c2nc(-c3ccccc3)cc(C(F)(F)F)c12,16%,-3%,2,45
CCCS(=O)(=O)c1c(S(=O)(=O)CCC)c2c(C)cccn2c1C(N)=O,.,1%,3,?
O=C(NCc1ccc2c(c1)OCO2)c1cc(-c2ccc(Cl)cc2Cl)on1,-2%,3%,-3,51
Cc1cc2ccccc2cc(C)c1=O,11%,1%,-5,4
COc1ccc(C(=O)NCC2CCCO2)cc1 (stereo not given),.,10%,.,22
Cc1ccc(-c2[nH]c3ccccc3c2SCCNC(=O)c2cc3ccccc3oc2=O)cc1,.,-3%,.,67
CC1Cc2ccccc2N1c1ncnc2c1nnn2Cc1ccccc1Cl (stereo not given),.,-3%,.,37
CCCc1[nH]nc2c1C(c1c(C)nn(-c3ccccc3)c1Cl)C(C#N)=C(N)O2 (stereo not given),0%,4%,15,?
Cc1nnc(SCC(=O)NCc2ccco2)n1-c1ccc(F)cc1,.,0%,12,?
C=CCNC(=S)NNC(=O)COc1ccc(Br)cc1,.,-1%,1,4
Cn1c(=O)oc2cc(S(=O)(=O)N3CCC(C(=O)NCc4ccc(F)cc4)CC3)ccc21,10%,-6%,5,?
O=C(OCc1c(Cl)cccc1Cl)c1cccnc1Cl,5%,-6%,-4,?
CC(O)C(NS(=O)(=O)c1ccc(Cl)cc1)C(=O)OCC(=O)Nc1cccnc1Cl (stereo not given),.,0%,.,11
COc1ccc(/C=N/c2nc3ccccc3n2CCN2CCCCC2)cc1OC,35%[activator],3%,-5,31
CC(=O)O/N=C(/c1nonc1N)N1CCN(c2ccc([N+](=O)[O-])cc2Cl)CC1,.,-3%,.,20
Cc1nnc(-c2ccccc2)c(=O)n1/N=C/c1c(O)ccc2ccccc12,-2%,?,1,-26
Cn1ccnc1C(O)c1cc(C(C)(C)C)c(O)c(C(C)(C)C)c1 (stereo not given),44%[activator],?,5,24
C=CCn1c(COc2ccccc2)nnc1SCC(=O)O,2%,2%,12,?
# Other results.
SMILES,15-hLO-2 inh,12-hLO inh,IMPase inh,PNC inhibitor
C/C(=N\NC(=O)CSCc1ccc(Cl)cc1)c1ccc2c(c1)OCCO2,6%,2%,2,50
Cc1nn(C(=O)c2ccoc2C)c(N)c1-c1ccccc1,0%,-2%,3,-29
Cc1cc(NC(=O)c2cc([N+](=O)[O-])cc([N+](=O)[O-])c2)n(-c2ccccc2)n1,.,-6%,?,-21
COc1ccc(C(=O)NCC(c2cccnc2)N2CCN(c3ccccc3)CC2)cc1OC (stereo not given),.,3%,-12,?
CC(=O)Nc1ccc([N+](=O)[O-])cn1,-4%,1%,2,53
COC(=O)[C@@]1(Cc2ccc(OC)cc2)[C@H]2c3cc(C(=O)N(C)C)n(Cc4nc5ccccc5[nH]4)c3C[C@H]2CN1C(=O)c1ccccc1,48%[activator],-27%,.,.
Cn1nnnc1SCCNCc1ccccc1OCc1ccc(Cl)cc1,.,-19%,.,-16
COCCCNC(=O)/C=C/c1ccc(Cl)cc1,3%,-1%,-2,0
CCOC(=O)CSc1ncnc2c1sc1nc(N3CCOCC3)c3c(c12)CCCC3,7%,9%,1,35
CCOCCCNC(=O)Cc1ccc(OC)c(OC)c1,1%,3%,-15,12
CC1(C)Cc2ccccc2-c2nnc(-c3ccc(O)cc3)n21,-2%,0%,5,9
COC(=O)c1ccc(COc2ccc(-c3nn[nH]n3)cc2)cc1,-5%,-2%,?,?
CCSc1nnc(CCNC(=O)OC(C)(C)C)o1,0%,2%,-1,-23
Cc1cc(-c2n[nH]c(=S)o2)c(C)n1-c1ccccc1,-10%,-4%,2,?
CC1=C(C(N)=O)C(c2ccc(C)o2)C(C(N)=O)=C(C)N1,12%,0%,-6,?
COc1ccc(COc2cc(-c3cccc(OC)c3)nc3ccc(NC(=O)c4ccc(N(C)C)cc4)cc23)cc1,18%[0.0915 µM],0%[0.00818 µM],.,-19
CCN(c1ccccc1)S(=O)(=O)c1cc(C(=O)Nc2ccc(F)c(F)c2)ccc1F,.,-10%,8,-13
C/C(=N\OCC(=O)Nc1ccc(OC(F)(F)F)cc1)c1ccc2c(c1)OCCO2,.,1%,.,-8
[N-]=[N+]=CC(=O)C(Cc1ccccc1)N1C(=O)c2ccccc2C1=O (stereo not given),-9%,0%,2,11
CC1=C(C(=O)OC(C)C)C(c2ccsc2)NC(=O)N1C (stereo not given),.,0%,?,?
CCOc1cccc(-n2nnnc2-c2ccc(OC)cc2)c1,-4%,3%,-4,-83*
COc1cc(NC(=O)C2CCCN(S(=O)(=O)c3ccc4c(c3)oc(=O)n4C)C2)cc(OC)c1 (stereo not given),9%,0%,6,28

# An excerpt, so the mix of outcomes need not match the whole.
